MEKK2 WT-MEK5 – raises or lowers MEK5 binding to wildtype human MEKK2 PB1 domain. AID 1531. 290,000 tested, 1.1% active. binding response (% of control), % at 10 µM. bead flow cytometry, Alexa488-MEK5 binding to MEKK2 WT; actives lie on both sides. Q9Y2U5; in the data active = binding response below about 67% or above about 130%
p-CIP stab down – p/CIP protein destabilization | 290,000 tested, 0.01% active | AID 1984 | F442A p/CIP-EGFP cells, EGFP fluorescence, 16 h | decrease of EGFP signal, % at 10 µM;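 active = EGFP signal decrease of at least 30% at 10 µM or well 3 SD below plate mean, unless failing retest; inactive = the rest, including hits failing retest or dose response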; note: some compounds called inactive have numbers as strong as hits; many of its hits are not listed in these tables
Target sequence (Q05BA5 1-1403): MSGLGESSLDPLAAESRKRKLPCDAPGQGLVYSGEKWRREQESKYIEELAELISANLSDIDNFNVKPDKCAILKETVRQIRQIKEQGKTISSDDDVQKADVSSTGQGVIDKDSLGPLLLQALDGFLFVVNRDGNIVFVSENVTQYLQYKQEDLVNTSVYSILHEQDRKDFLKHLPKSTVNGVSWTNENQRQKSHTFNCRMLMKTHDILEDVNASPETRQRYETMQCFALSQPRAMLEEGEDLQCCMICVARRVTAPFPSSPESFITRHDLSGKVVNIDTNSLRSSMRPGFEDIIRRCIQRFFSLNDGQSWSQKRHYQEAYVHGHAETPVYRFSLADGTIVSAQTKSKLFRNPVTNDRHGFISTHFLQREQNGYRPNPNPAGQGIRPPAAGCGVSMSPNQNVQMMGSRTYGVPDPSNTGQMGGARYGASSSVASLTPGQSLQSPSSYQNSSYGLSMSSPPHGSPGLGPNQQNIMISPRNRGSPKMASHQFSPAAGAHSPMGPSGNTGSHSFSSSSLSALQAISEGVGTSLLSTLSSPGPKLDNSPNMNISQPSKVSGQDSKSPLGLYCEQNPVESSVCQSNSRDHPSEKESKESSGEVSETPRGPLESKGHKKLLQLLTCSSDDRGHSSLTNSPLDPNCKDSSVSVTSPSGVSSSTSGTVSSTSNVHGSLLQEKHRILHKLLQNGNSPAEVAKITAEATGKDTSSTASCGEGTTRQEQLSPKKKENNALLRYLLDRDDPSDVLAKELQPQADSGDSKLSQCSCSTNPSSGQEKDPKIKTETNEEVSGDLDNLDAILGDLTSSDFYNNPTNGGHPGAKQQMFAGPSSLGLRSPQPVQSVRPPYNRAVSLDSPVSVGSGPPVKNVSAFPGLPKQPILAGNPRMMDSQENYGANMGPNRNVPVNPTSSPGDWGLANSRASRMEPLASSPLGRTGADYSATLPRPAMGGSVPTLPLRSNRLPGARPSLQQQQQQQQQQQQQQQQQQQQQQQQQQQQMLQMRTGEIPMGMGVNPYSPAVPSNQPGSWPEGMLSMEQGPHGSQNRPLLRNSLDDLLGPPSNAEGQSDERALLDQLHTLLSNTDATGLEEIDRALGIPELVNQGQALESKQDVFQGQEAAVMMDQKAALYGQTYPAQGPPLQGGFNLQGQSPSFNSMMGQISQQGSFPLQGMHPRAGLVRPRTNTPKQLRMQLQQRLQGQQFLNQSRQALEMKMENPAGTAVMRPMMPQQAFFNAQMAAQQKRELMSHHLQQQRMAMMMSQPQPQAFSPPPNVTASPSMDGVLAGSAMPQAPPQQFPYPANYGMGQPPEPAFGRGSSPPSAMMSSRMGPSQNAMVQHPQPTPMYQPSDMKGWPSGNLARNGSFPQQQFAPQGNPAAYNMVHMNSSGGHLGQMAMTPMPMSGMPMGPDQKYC
PfM18AAP inh – blocks P. falciparum M18 aspartyl aminopeptidase; recombinant PfM18AAP, H-Glu-NHMec fluorogenic cleavage; inhibition, % at 7.35 µM; 290,000 tested, 1.2% active;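 active = inhibition above the campaign mean inhibition over all tested compounds plus 3 SD, cut at about 28% in these data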;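 note: 0% = plate median of test compound wells and 100% = 2 mM ZnCl2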
MEKK3 PB1 HTS – raises or lowers MEK5 binding to the human MEKK3 PB1 domain | Q99759 | bead-based flow cytometry, Alexa488-MEK5 binding to MEKK3; actives lie on both sides; 0 = blocked by unlabeled MEK5, 100 = vehicle | binding response (% of control), % at 10 µM | 290,000 tested, 1.4% active | AID 1529;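 active = binding response more than 3 SD above or below the average of its plate-row segment, actives on both sides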;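 note: Alexa488 bead fluorescence after subtracting the streptavidin-only scavenger bead signal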
IDE act – activators of human insulin-degrading enzyme in cells; 340,000 tested, 0.073% active; P14735; activation, % at 5.96 µM; HEK cells, FAbeta-B cleavage, fluorescence polarization; 0% vehicle, 100% cell-free pure enzyme wells; AID 493087;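 active = activation above the mean of all tested compounds plus 3 SD, set per screening campaign, cut at about 17% in these data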
MEKK2 mut-MEK5 – signal of MEK5 binding to mutant human MEKK2 PB1 domain. bead flow cytometry, Alexa488-MEK5 binding to MEKK2 mutant. percent response, % at 10 µM. 290,000 tested, 0.35% active; in the data active = percent response above about 24%, passing the limit was not always enough; note: inactives centre near 1; some results filed as inactive read as strong as hits; reference of the scale not given here
NALP1 inh – inhibitors of NALP1 inflammasome in yeast; S. cerevisiae NALP1/ASC/caspase-1 growth, X-gal OD620, 72 h; 280,000 tested, 0.61% active; inhibition, % at 10 µM; AID 2071; in the data active = inhibition mostly above about 24%, no sharp cut-off; inactive = mostly below about 32%; note: some compounds called inactive have numbers as strong as hits
IDE cell inh – cellular human IDE inhibition | HEK cells, FAbetaB cleavage, fluorescence polarization | inhibition, % at 5.59 µM | AID 434962 | 320,000 tested, 0.41% active | P14735;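 active = percent inhibition above the average of all tested compounds plus 3 SD, set per screening campaign, cut at about 16% in these data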;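 note: IDE supplied by intact live HEK cells; FP after avidin binding of uncleaved biotin substrate so inhibition keeps polarization high; 0% = DMSO wells and 100% = 60 µM reference IDE inhibitor Ii1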
UBC9 SUMO inh – blocks human SUMOylation mediated by UBC9. P63279. HTRF SUMOylation assay, SAE1/SAE2 + UBC9, in vitro. inhibition, % at 35 µM. 290,000 tested, 0.36% active. AID 2006; in the data active = inhibition above about 50%, passing the limit was not always enough; note: strong numbers were not always called active
An asterisk follows results filed as active. These rows are one share of the data, so the mix of outcomes need not match the whole.

CCOC(=O)N1CCN(C2=CC(=O)OC23CCCCC3)CC1 was read as MEKK2 WT-MEK5 96, p-CIP stab down 1, PfM18AAP inh -8, MEKK3 PB1 HTS 90, IDE act -1, MEKK2 mut-MEK5 -4, NALP1 inh 12, IDE cell inh 0 and UBC9 SUMO inh -9.
For Cc1c(Br)c([N+](=O)[O-])nn1CCCC(=O)N1CCN(c2ccccc2)CC1 the results were MEKK2 WT-MEK5 101, p-CIP stab down 10, PfM18AAP inh 2, MEKK3 PB1 HTS 100, IDE act -2, MEKK2 mut-MEK5 -2, NALP1 inh 15, IDE cell inh 0 and UBC9 SUMO inh -40.
O=C(CSCc1c(F)cccc1Cl)NCc1ccncc1 was read as MEKK2 WT-MEK5 87, p-CIP stab down -6, PfM18AAP inh 0, MEKK3 PB1 HTS 81, IDE act -3, MEKK2 mut-MEK5 -6, NALP1 inh 24, IDE cell inh 1 and UBC9 SUMO inh 16.
Screening COc1ccc(CCN2C(=O)CC(N3CCN(S(=O)(=O)c4ccccc4)CC3)C2=O)cc1OC (stereo unspecified) returned MEKK2 WT-MEK5 88, p-CIP stab down -10, PfM18AAP inh -6, MEKK3 PB1 HTS 82, IDE act 1, MEKK2 mut-MEK5 -7, NALP1 inh -12, IDE cell inh 7 and UBC9 SUMO inh 7.
Screening O=C(O)/C(=C\c1cccc([N+](=O)[O-])c1)c1ccc(S(=O)(=O)N2CCCCC2)s1 returned MEKK2 WT-MEK5 98, p-CIP stab down -20, PfM18AAP inh 5, MEKK3 PB1 HTS 98, IDE act 0, MEKK2 mut-MEK5 4, NALP1 inh 23*, IDE cell inh 0 and UBC9 SUMO inh 23.
`CCOC(=O)Cn1c(C)nc2ccccc21` gave MEKK2 WT-MEK5 104, p-CIP stab down -5, PfM18AAP inh -13, MEKK3 PB1 HTS 104, IDE act -2, MEKK2 mut-MEK5 0, NALP1 inh 3, IDE cell inh 7 and UBC9 SUMO inh 5.
`O=C(O)C(Cc1ccc(Cl)cc1)Sc1nc2ccccc2[nH]1` (stereo unspecified) gave MEKK2 WT-MEK5 102, p-CIP stab down -11, PfM18AAP inh -1, MEKK3 PB1 HTS 102, IDE act 1, MEKK2 mut-MEK5 2, NALP1 inh -11 and UBC9 SUMO inh 8.
For CCc1cc(=O)oc2cc(C)c3c(C)coc3c12 the results were MEKK2 WT-MEK5 106, p-CIP stab down 3, PfM18AAP inh -5, MEKK3 PB1 HTS 111, IDE act 0, MEKK2 mut-MEK5 1, NALP1 inh 20, IDE cell inh 3 and UBC9 SUMO inh 14.
For Cc1ccc2nc3c(cc2c1)c(NS(=O)(=O)c1ccccc1)nn3CC(C)C the results were p-CIP stab down 4, PfM18AAP inh -7, IDE act -1, NALP1 inh 34, IDE cell inh 5 and UBC9 SUMO inh 11.
`COc1ccc(/C=C/C(=O)Nc2cccc(S(=O)(=O)NC3=NCCCCC3)c2)cc1` gave MEKK2 WT-MEK5 91, p-CIP stab down -9, PfM18AAP inh 2, MEKK3 PB1 HTS 88, IDE act -4, MEKK2 mut-MEK5 -14, NALP1 inh -4, IDE cell inh 1 and UBC9 SUMO inh 17.
FC(F)(F)c1cccc(NC(=S)N2CCN(c3ccccn3)CC2)c1 was read as MEKK2 WT-MEK5 104, p-CIP stab down -10, PfM18AAP inh -3, MEKK3 PB1 HTS 106, IDE act -1, MEKK2 mut-MEK5 0, NALP1 inh 6, IDE cell inh -3 and UBC9 SUMO inh -12.
Screening CC(C)Sc1nc2sc(-c3ccccc3)cc2c(=O)n1N returned MEKK2 WT-MEK5 100, p-CIP stab down -10, PfM18AAP inh 0, MEKK3 PB1 HTS 95, IDE act 4, MEKK2 mut-MEK5 -2, NALP1 inh 9, IDE cell inh 8 and UBC9 SUMO inh 32.
COc1ccc(CN2CCCC(CNC(=O)c3ccc(F)cc3)C2)c(C)c1C (stereo unspecified) was read as MEKK2 WT-MEK5 95, p-CIP stab down -4, PfM18AAP inh -4, MEKK3 PB1 HTS 99, IDE act -1, MEKK2 mut-MEK5 -8, NALP1 inh 10, IDE cell inh 7 and UBC9 SUMO inh 11.
For CCS(=O)(=O)c1nc(S(=O)(=O)c2ccc(Cl)cc2)c(N2CCC3(CC2)OCCO3)s1 the results were MEKK2 WT-MEK5 101, p-CIP stab down -1, PfM18AAP inh -13, MEKK3 PB1 HTS 102, IDE act -2, MEKK2 mut-MEK5 0, NALP1 inh 28, IDE cell inh 2 and UBC9 SUMO inh 22.
Screening O=C(NCC(=O)N1CCc2ccccc2C1)c1ccccc1Cl returned MEKK2 WT-MEK5 98, p-CIP stab down -4, PfM18AAP inh -6, MEKK3 PB1 HTS 98, IDE act 2, MEKK2 mut-MEK5 2, NALP1 inh 7 and UBC9 SUMO inh 23.
COC(=O)c1cc2c(ccn2-c2ccc(F)cc2)n1CC(C)C was read as MEKK2 WT-MEK5 108, p-CIP stab down -10, PfM18AAP inh 4, MEKK3 PB1 HTS 105, IDE act 2, MEKK2 mut-MEK5 2, NALP1 inh 2, IDE cell inh -3 and UBC9 SUMO inh 14.
Screening CCOC(=O)N1CCN(S(=O)(=O)/C=C/c2ccccc2)CC1 returned MEKK2 WT-MEK5 96, p-CIP stab down -14, PfM18AAP inh 0, MEKK3 PB1 HTS 100, IDE act 2, MEKK2 mut-MEK5 2, NALP1 inh 3, IDE cell inh 4 and UBC9 SUMO inh -14.
O=C(Nc1ccc2c(c1)nc1n2CCOC1)C1CCCCC1 was read as MEKK2 WT-MEK5 99, p-CIP stab down -10, PfM18AAP inh 0, MEKK3 PB1 HTS 106, IDE act 2, MEKK2 mut-MEK5 -1, NALP1 inh 2, IDE cell inh 0 and UBC9 SUMO inh 2.
Screening c1ccc(Nc2scc(-c3ccccc3)[n+]2Cc2ccco2)cc1 returned MEKK2 WT-MEK5 98, p-CIP stab down -6, PfM18AAP inh 22, MEKK3 PB1 HTS 101, IDE act 0, MEKK2 mut-MEK5 -1, NALP1 inh 10, IDE cell inh 2 and UBC9 SUMO inh -15.
O=C(Nc1ccc(-c2cnco2)cc1)c1ccccc1 was read as MEKK2 WT-MEK5 92, p-CIP stab down 0, PfM18AAP inh 2, MEKK3 PB1 HTS 94, IDE act 8, MEKK2 mut-MEK5 -9, NALP1 inh 1, IDE cell inh 8 and UBC9 SUMO inh 33.
Nc1nc(SCc2ccc(Cl)cc2)ns1 was read as MEKK2 WT-MEK5 104, p-CIP stab down -2, PfM18AAP inh 5, MEKK3 PB1 HTS 101, IDE act -2, MEKK2 mut-MEK5 2, NALP1 inh 2, IDE cell inh -2 and UBC9 SUMO inh -8.
For CC(C)NC(=O)c1ccccc1NC(=O)C(C)Oc1ccccc1 (stereo unspecified) the results were MEKK2 WT-MEK5 103, p-CIP stab down -8, PfM18AAP inh 1, MEKK3 PB1 HTS 106, IDE act 5, MEKK2 mut-MEK5 5, NALP1 inh 19, IDE cell inh 2 and UBC9 SUMO inh -17.
Screening Cc1ccc(C(=O)N/C(=C\c2cn(C)c3ccccc23)C(=O)NCCCn2ccnc2)cc1 returned MEKK2 WT-MEK5 106, p-CIP stab down 1, PfM18AAP inh 3, MEKK3 PB1 HTS 104, IDE act 7, MEKK2 mut-MEK5 2, NALP1 inh -1, IDE cell inh 4 and UBC9 SUMO inh -6.
For CCc1ncc(C(O)c2cccc(OC)c2OC)n1C (stereo unspecified) the results were MEKK2 WT-MEK5 106, p-CIP stab down -12, PfM18AAP inh -5, MEKK3 PB1 HTS 109, IDE act 5, MEKK2 mut-MEK5 11, NALP1 inh 40, IDE cell inh -3 and UBC9 SUMO inh 5.
`COc1cc(-c2nnc(NC(=O)c3ccc(S(=O)(=O)N4CCOCC4)cc3)o2)cc(OC)c1OC` gave MEKK2 WT-MEK5 104, p-CIP stab down 9, PfM18AAP inh -1, MEKK3 PB1 HTS 103, MEKK2 mut-MEK5 4, NALP1 inh 10, IDE cell inh -2 and UBC9 SUMO inh 3.
O=P(c1ccccc1)(c1ccccc1)C(O)c1ccc(Br)cc1 (stereo unspecified) was read as MEKK2 WT-MEK5 111, p-CIP stab down -8, PfM18AAP inh -8, MEKK3 PB1 HTS 108, IDE act -1, MEKK2 mut-MEK5 4, NALP1 inh 9, IDE cell inh -4 and UBC9 SUMO inh 10.
`CCOc1ccccc1NS(=O)(=O)c1ccc(-n2cccn2)cc1` gave MEKK2 WT-MEK5 101, p-CIP stab down -2, PfM18AAP inh -10, MEKK3 PB1 HTS 103, IDE act -2, MEKK2 mut-MEK5 5, NALP1 inh 9, IDE cell inh 4 and UBC9 SUMO inh 10.
`c1ccc(Cn2c(-c3ccccc3)nc3nc4ccccc4nc32)cc1` gave MEKK2 WT-MEK5 101, p-CIP stab down 9, PfM18AAP inh -2, MEKK3 PB1 HTS 106, IDE act 0, MEKK2 mut-MEK5 -1, NALP1 inh 21, IDE cell inh -3 and UBC9 SUMO inh -10.
`O=C1C2C(C(=O)N1/N=C/c1cc(Br)cc([N+](=O)[O-])c1O)C1C=CC2C12CC2` (stereo unspecified) gave MEKK2 WT-MEK5 105, p-CIP stab down 3, PfM18AAP inh 13, MEKK3 PB1 HTS 99, IDE act 6, MEKK2 mut-MEK5 10, NALP1 inh 47, IDE cell inh 3 and UBC9 SUMO inh -11.
For CCOc1ccc(C(C)NC(=S)NCc2ccc(Cl)cc2)cc1 (stereo unspecified) the results were MEKK2 WT-MEK5 103, p-CIP stab down -11, PfM18AAP inh 1, MEKK3 PB1 HTS 101, IDE act -3, MEKK2 mut-MEK5 2, NALP1 inh 2, IDE cell inh 1 and UBC9 SUMO inh -29.

Sorted by molecular weight (high to low): some entries from above
`COc1cc(-c2nnc(NC(=O)c3ccc(S(=O)(=O)N4CCOCC4)cc3)o2)cc(OC)c1OC` gave MEKK2 WT-MEK5 104, p-CIP stab down 9, PfM18AAP inh -1, MEKK3 PB1 HTS 103, MEKK2 mut-MEK5 4, NALP1 inh 10, IDE cell inh -2 and UBC9 SUMO inh 3.
Screening Cc1ccc(C(=O)N/C(=C\c2cn(C)c3ccccc23)C(=O)NCCCn2ccnc2)cc1 returned MEKK2 WT-MEK5 106, p-CIP stab down 1, PfM18AAP inh 3, MEKK3 PB1 HTS 104, IDE act 7, MEKK2 mut-MEK5 2, NALP1 inh -1, IDE cell inh 4 and UBC9 SUMO inh -6.
O=P(c1ccccc1)(c1ccccc1)C(O)c1ccc(Br)cc1 (stereo unspecified) was read as MEKK2 WT-MEK5 111, p-CIP stab down -8, PfM18AAP inh -8, MEKK3 PB1 HTS 108, IDE act -1, MEKK2 mut-MEK5 4, NALP1 inh 9, IDE cell inh -4 and UBC9 SUMO inh 10.
For CCOc1ccc(C(C)NC(=S)NCc2ccc(Cl)cc2)cc1 (stereo unspecified) the results were MEKK2 WT-MEK5 103, p-CIP stab down -11, PfM18AAP inh 1, MEKK3 PB1 HTS 101, IDE act -3, MEKK2 mut-MEK5 2, NALP1 inh 2, IDE cell inh 1 and UBC9 SUMO inh -29.
`c1ccc(Cn2c(-c3ccccc3)nc3nc4ccccc4nc32)cc1` gave MEKK2 WT-MEK5 101, p-CIP stab down 9, PfM18AAP inh -2, MEKK3 PB1 HTS 106, IDE act 0, MEKK2 mut-MEK5 -1, NALP1 inh 21, IDE cell inh -3 and UBC9 SUMO inh -10.

Screening data (PubChem)
